Bioassay records: PubChem BioAssay, several laboratories
TROY NFkB inh: inhibitors of TROY-dependent NF-kB signaling | inhibition, % at 10 µM | Q293 LMP1-TROYcd NF-kB luciferase reporter, 4 h | 360,000 compounds, 0.98% hits;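 active means compounds whose plate-normalised and pattern-corrected inhibition of the luciferase reporter signal at the single screening dose is 50% or more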
Peg3 promoter: reduces Peg3 promoter-driven luciferase expression in HeLa | HeLa PEG-Prom luciferase reporter, luminescence, overnight | inhibition, % at 20 µM | 360,000 compounds, 1.7% hits | AID 588405;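 active means inhibition of at least 50% at 20 µM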
KKLEB cytotox: reduces viability of KKLEB cystic fibrosis airway cells. KKLEB CF airway cells viability, ATPlite luminescence, overnight; stronger effect = lower value; cells stimulated with P. aeruginosa culture filtrate. activity change (cytotoxicity), % at 5 µM. 360,000 compounds, 0.36% hits. AID 602141;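 active means corrected activity change at or below -50% at 5 µM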
NR2E3 ag-1: NR2E3 (human) agonism; GST-NR2E3/biotin-RetCOR TR-FRET, 1536-well; inhibition of corepressor binding, % at 4.78 µM; 320,000 compounds, 0.12% hits; AID 2300;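 active means percent inhibition above the cutoff of mean plus 3 SD of all tested compounds, set per screening campaign, cut at about 20% in these data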;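 further: 0% = DMSO wells and 100% = biotin wells as full block of FRET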
Target sequence (Q9Y5X4 whole entry, looked up): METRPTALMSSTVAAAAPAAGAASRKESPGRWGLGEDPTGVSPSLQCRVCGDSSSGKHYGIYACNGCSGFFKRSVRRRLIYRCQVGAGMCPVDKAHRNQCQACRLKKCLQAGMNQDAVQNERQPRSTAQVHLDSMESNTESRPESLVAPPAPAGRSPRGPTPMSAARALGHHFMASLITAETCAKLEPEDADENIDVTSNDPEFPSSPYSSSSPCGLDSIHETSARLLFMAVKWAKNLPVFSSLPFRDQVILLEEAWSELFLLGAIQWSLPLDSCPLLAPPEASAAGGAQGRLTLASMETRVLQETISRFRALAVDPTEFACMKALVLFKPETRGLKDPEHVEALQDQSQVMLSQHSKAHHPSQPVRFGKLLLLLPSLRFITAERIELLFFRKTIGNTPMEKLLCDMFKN
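System: GST-tagged NR2E3 plus biotinylated RetCOR corepressor; Amount: 1.35 nM GST-tagged NR2E3 final; Dosing: single nominal compound dose of 4.8 µM; Schedule: 5 h incubation at 4 °C; Technique: TR-FRET with europium anti-GST and streptavidin-D2, 340 nm excitation; Controls: biotin wells as high control, 0.6% DMSO wells as low control.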
TWEAK Fn14 block: TWEAK-Fn14 signaling inhibition; TWEAK-stimulated Fn14 reporter cells, luciferase luminescence, 8 h; inhibition, % at 10 µM; 360,000 compounds, 2% hits; in the data active means inhibition above about 50%
HIF-2a block: HIF-2a inhibition. inhibition, % at 18.8 µM. 786-0 RCC cells HIF-2a reporter, luciferase luminescence, overnight. 360,000 compounds, 0.72% hits;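 active means inhibition of the luminescence signal of 40% or more relative to plate controls, in a single-dose primary screen at 18.75 µM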
C8 TRAIL sens: caspase-8 TRAIL sensitization; NB7+C8 cells + TRAIL, ATPlite viability luminescence; inhibition (viability loss, TRAIL sensitization), % at 10 µM; 360,000 compounds, 1% hits; AID 624354;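 active means compounds causing at least 50% loss of cell viability in the single-dose screen, relative to plate controls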
CF NFkB inh: cystic fibrosis NF-kB activation inhibition. KKLEB NF-kB-GFP reporter, PAF-induced, GFP fluorescence overnight. inhibition, % at 5 µM. 360,000 compounds, 0.86% hits;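 active means at least 50% inhibition at 5 µM, scaled per plate between neutral and stimulator controls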;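 further: PAF is a Pseudomonas aeruginosa culture filtrate used as stimulus; plate controls were PAF-stimulated DMSO wells for no effect and unstimulated DMSO wells for full effect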
TRPM1 prom inh: reduces MITF-dependent TRPM1 promoter luciferase signal; SK-MEL-5 TRPM1 promoter luciferase, 24 h; AID 488899; inhibition, % at 12.5 µM; 330,000 compounds, 0.83% hits;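 active means mean inhibition across replicates of 60% or more, whatever share of single replicates reaches that level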; further: values of inactives mirror those of a sister screen read the other way
NR2E3 ag-2: human photoreceptor-specific nuclear receptor agonism. Q9Y5X4. AID 602229. 360,000 compounds, 0.35% hits. inhibition of corepressor binding, % at 3.98 µM. CHO-S Gal4-NCOR/VP16-NR2E3 two-hybrid, luciferase;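 active means inhibition above the mean of all tested compounds plus 3 SD, cut at about 70% in these data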;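 further: 0% = DMSO with NR2E3 transfected cells and 100% = cells lacking NR2E3 construct; higher means lower luciferase signal from less NR2E3 corepressor binding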
Shn3 inh set2: inhibitors of Schnurri-3 3'UTR reporter in osteoblasts; Clone20 osteoblast Shn3 3'UTR firefly luciferase, 24 h; inhibition, % at 12.5 µM; 360,000 compounds, 0.52% hits; AID 588674;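 active means mean inhibition of at least 75% with every replicate also reaching 75%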;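 further: 0% = median of neutral control wells and 100% = pilot-screen positive control compound; some compounds past the cut are filed as inactive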
Starred values were filed as active, the others as inactive; x = not tested or not shown. Not all compounds are listed; count on the stated rates, not on these rows.

SMILES	TROY NFkB inh	Peg3 promoter	KKLEB cytotox	NR2E3 ag-1	TWEAK Fn14 block	HIF-2a block	C8 TRAIL sens	CF NFkB inh	TRPM1 prom inh	NR2E3 ag-2	Shn3 inh set2
O=C(OCC(=O)N1CCCCCC1)c1ccc(Cl)nc1	-25	-34	-16	x	-7	-12	8	11	-6	-25	-24
Cc1ccccc1CSCC(=O)c1c(N)n(C)c(=O)n(C)c1=O	-46	-26	-9	1	0	-78	11	-1	-23	-36	-7
COc1ccc(CCNC(=O)CCCCCNC(=O)N2CCn3c2nc2ccccc23)cc1OC	-1	9	-1	-4	-7	5	9	4	-4	-10	17
Cc1ccc(S(=O)(=O)N2CCN(C(=O)COC(=O)/C=C/c3ccc(Cl)cc3)CC2)c(C)c1	11	2	-4	x	1	2	3	-8	2	-8	-18
COc1cc2ccccc2cc1C(=O)Nc1nnc(-c2ccncc2)o1	6	-5	12	-1	-13	-4	1	-35	6	-12	-11
CCOC(=O)c1ccc(N2CSC3=C(C#N)C(c4ccc(OC)cc4OC)CC(=O)N3C2)cc1 (stereo not given)	-28	-7	20	3	-11	3	20	1	11	9	-4
O=C(NCCc1ccccc1)c1ccccc1C(=O)NCCc1ccccc1	-38	-114	7	0	-25	-176	4	-2	x	-8	-16
CC(=O)c1cc(C#N)c(NCc2cc(-c3ccccc3)no2)nc1C	-3	6	-23	-3	-17	7	0	-3	-13	1	-16
COc1ccccc1NC(=O)/C=C1\NC(=O)CS1	-3	-8	6	1	-15	-18	2	-11	-4	-7	-25
CS(=O)(=O)N(CC(=O)Nc1cccnc1)c1ccc2c(c1)OCCO2	8	11	-2	3	-4	-3	15	1	-7	1	9
CC(C)(C)c1ccc(C(=O)NCC(=O)OCC(=O)NC(=O)NC2CCCC2)cc1	-13	-25	10	-1	-4	-14	2	-1	16	3	-1
COc1cccc(/C(O)=C2\C(=O)C(=O)N(c3ccccn3)C2c2ccccc2OC)c1 (stereo not given)	-16	0	9	-2	-4	4	-7	3	2	-30	-14
Cc1cc(/C=N/NC(=O)c2ccccn2)c(C)n1-c1cccc([N+](=O)[O-])c1	-18	-108	5	1	1	-115	-2	-9	-28	-80	-29
Cc1ccccc1CNC(=O)c1ccccc1N(C)S(=O)(=O)c1ccccc1	11	4	-6	-2	-15	19	-10	13	-4	-8	5
Cn1cccc1-c1nc2ccc(NC(=O)c3ccc([N+](=O)[O-])cc3)cc2[nH]1	1	-16	-14	-4	-25	-12	38	-44	-38	-10	-27
Cc1ccc(CC(=O)Nc2ccccc2-c2ccccc2)cc1C	2	23	-2	-4	13	12	15	1	6	26	15
O=C(NCc1ccco1)C(=O)NCC(c1ccco1)N1CCOCC1 (stereo not given)	6	7	2	-3	-12	18	-3	-4	-2	20	-39
COc1ccccc1Cc1c(-c2cccc(Cl)c2)nc2c(C)cc(Br)cn12	12	x	x	x	36	3	18	x	x	-5	x
O=C(Nc1nc2ccc(F)cc2s1)C1CC(=O)N(c2ccc3c(c2)OCCO3)C1 (stereo not given)	-12	-25	0	-1	55*	-17	3	40	9	9	7
CC(/C=C/c1ccc2c(c1)OCO2)=N/NC(=O)c1cccnc1	-5	-18	14	1	-6	-13	-7	-23	-16	-40	-4
CC(C)OCCCNC(=O)CN1C(=O)CSc2ccc(S(=O)(=O)N3CCCCC3)cc21	-2	4	-10	2	9	17	-36	27	3	-23	-15
Cc1cc(OCC(=O)NC(C)C)cc(C)c1Cl	5	-4	-3	0	5	-1	12	0	-10	-24	19
COc1ccc(N2CC(C(=O)Nc3nnc(SCCC4OCCO4)s3)CC2=O)cc1 (stereo not given)	-4	4	-14	-1	-10	10	-23	14	1	-13	4
CC(C)CCNC(=O)C1CC(c2cccc(F)c2)=NO1 (stereo not given)	-1	1	-2	0	-1	-12	9	1	-2	-17	-4
N/C(=N/OC(=O)c1ccccc1Cl)c1ncc([N+](=O)[O-])s1	1	-109	-12	4	50*	-222	28	-36	19	-82	-69
Other structures
SMILES	TROY NFkB inh	Peg3 promoter	KKLEB cytotox	NR2E3 ag-1	TWEAK Fn14 block	HIF-2a block	C8 TRAIL sens	CF NFkB inh	TRPM1 prom inh	NR2E3 ag-2	Shn3 inh set2
Cc1cc(Br)ccc1SCC(=O)OCC(=O)NC1CCCC1	2	9	5	3	-15	1	1	-3	2	-13	-10
COc1cccc(C=N[C@@H](CO)[C@@H](O)c2ccc([N+](=O)[O-])cc2)c1O	7	-9	15	-1	-3	9	-12	7	7	8	-3
c1ccc(CSc2nnc(Cc3ccccn3)o2)cc1	-47	-77	9	0	-27	-130	-7	0	-22	0	-24
CCOC(=O)[C@H]1[C@H]2COc3ccc(C)cc3[C@@H]2N2C(=O)c3cc(Br)ccc3NC(=O)[C@@]12C	7	-20	10	x	10	0	12	-16	6	-6	-2
CCC(=O)Nc1ccc(S(=O)(=O)c2ccc(NC(=O)CC)cc2)cc1	17	16	4	2	6	-5	7	-16	-12	-11	-3
CCC(=NC)C1=C(O)CC(c2ccccc2)CC1=O (stereo not given)	-14	-95	-3	-3	-21	-102	26	-2	-21	-8	-44
O=C(Nc1ccnn1C1CCN(Cc2c(F)cccc2Cl)CC1)C1CCCC1	-5	-3	6	3	5	5	-29	15	14	15	10
O=C1CCCC2=C1C(c1cccs1)CC(=O)N2c1ccc(F)cc1 (stereo not given)	5	0	12	5	12	13	-1	13	4	17	-5
COc1ccc(C(=O)NC(C)Cc2cnccn2)cc1OC1CCN(C(C)C)CC1 (stereo not given)	17	2	7	0	12	8	-8	-13	12	13	11
COc1ccc(/C(C)=N\n2cnnc2)cc1	6	-1	-18	6	3	13	0	-6	6	-13	17
O=C1CSC(c2cccc(F)c2)N1c1ccccc1 (stereo not given)	-8	-10	2	-4	3	8	-10	-15	5	-8	-2
Cc1ccc(OCCOc2ccc(S(=O)(=O)N3CCCC3)cc2C(N)=O)cc1	4	10	-3	-6	4	10	9	9	9	17	26
C=C(C)C(=O)Nc1cccc(C(C)=O)c1	2	17	1	1	2	20	-1	-12	-5	-1	4
CCN(CC)S(=O)(=O)c1ccc(S(=O)(=O)N2CCC(N3CCCCC3)CC2)cc1	1	-3	8	1	3	-2	8	-11	-5	10	-7
Cc1cc(C)c(S(=O)(=O)Nc2ccncc2)cc1C	2	13	-6	3	16	11	-8	13	16	-11	-2
O=C(COc1cccnc1[N+](=O)[O-])NCc1ccco1	-5	13	6	1	-6	12	-6	-16	6	14	-14
COc1c(C)cc(C(=O)C2CCCN(Cc3cccc4nccnc34)C2)cc1C (stereo not given)	11	20	4	1	-25	12	3	1	-3	-27	-1
O=C(NC1CCCC1)C(c1c[nH]c2ccccc12)N(C(=O)Cn1nnc(-c2ccc(Cl)cc2)n1)c1ccccc1 (stereo not given)	1	30	-8	-3	-7	18	-12	-17	3	-18	1
CC(C)C(O)C1CCN(Cc2nc(Cc3ccccc3Cl)no2)CC1 (stereo not given)	-11	-43	-20	3	-15	-45	-9	-7	-19	3	-17
O=S(=O)(c1cc(Cl)ccc1Br)N1CCCCC1	2	13	-24	3	0	23	-4	7	14	-16	17
COCCCN(Cc1ccco1)C(=O)Cn1ncc2c([nH]c3ccccc32)c1=O	22	29	8	-1	9	4	9	9	11	-7	1
O=C(c1cc2cc([N+](=O)[O-])ccc2s1)N1CCOCC1	-1	-4	9	6	-14	7	4	-4	-5	-9	-60
COCc1nnc(NC(=O)C2CC(=O)N(c3ccc(C)c(Cl)c3)C2)s1 (stereo not given)	-16	-11	-14	-5	-8	8	-13	15	10	-12	-4
Cc1ccc(C(=O)NCC(=O)N2CCCCCC2)cc1	-20	-102	3	0	0	-134	2	3	-42	-39	-32
CCCCN(C(=O)c1ccc(N(C)S(=O)(=O)c2ccc(C)cc2)cc1)c1c(N)n(CCC)c(=O)[nH]c1=O	-11	26	6	4	-7	5	-10	-5	-7	0	12
(list continues)
SMILES	TROY NFkB inh	Peg3 promoter	KKLEB cytotox	NR2E3 ag-1	TWEAK Fn14 block	HIF-2a block	C8 TRAIL sens	CF NFkB inh	TRPM1 prom inh	NR2E3 ag-2	Shn3 inh set2
C/C(CC(=O)Nc1cc(Cl)ccc1C)=N\NC(N)=O	1	10	-4	4	5	10	6	3	7	0	-52
Cc1ccc2c(c1)N(CC(=O)NCCCN1CC(C)CC(C)C1)C(=O)c1cccnc1O2 (stereo not given)	2	-11	-9	-1	0	4	5	6	-11	-14	4
N#Cc1ccsc1NC(=O)C1=COCCO1	19	-1	-10	4	-1	12	25	19	4	-19	-9
Cc1ccc(Nc2n[nH]c(=S)s2)cc1	-16	-68	-4	x	-8	-186	0	-1	x	-88	13
O=C(CSc1cccc[n+]1[O-])CSc1cccc[n+]1[O-]	-9	0	5	0	-8	8	1	1	-1	69	15
CCC(=O)N1CCN(c2ccc(Cl)cc2NC(=O)Cc2ccccc2)CC1	5	2	2	1	0	-26	44	-2	1	-10	9
CCOC(=O)C1=C(N)OC2=C(C(=O)CC(C)(C)C2)C1c1ccoc1 (stereo not given)	10	-5	-2	-3	-5	11	-9	-1	-2	-21	-5
Cc1ccc(C(=O)Nc2cccc(C(=O)N3CCOCC3)c2)cc1Cl	-23	-67	-19	-3	10	-108	9	0	-17	-6	-25
Cc1ccnc2c(N3C(=O)C4C5C=CC(C5)C4C3=O)cccc12 (stereo not given)	10	10	1	4	-9	17	-5	-9	2	-26	-39
CCOc1ccc(-c2c(C)sc3nc[nH]c(=O)c23)cc1	18	39	0	0	16	10	-15	4	0	-6	3
